# Source: PubChem BioAssay (National Center for Advancing Translational Sciences (NCATS))
# BCR signal inh: qHTS Assay to Find Inhibitors of Chronic Active B-Cell Receptor Signaling; ABC-DLBCL IkBa-CBG/CBR reporter, luminescence ratio, 4 h; Potency, µM (highest dose often 46.1 µM), for the others: top-dose ratio change, negative = lower green/red ratio, usual class: inhibitors; actives 0.05% (n = 340,000); active = well fitted inhibition curve with a large enough effect in the signal ratio, with a control signal flat, not every such curve was filed as active; inconclusive = small, poorly fitted or top-dose-only effect, or effect the other way, or a change in a side signal; the % refers to the signal ratio;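 note: potency is the fitted concentration of half-maximal effect; plate controls were basal doxycycline-induced cells for no effect and cells given 10 µM MG132 for full effect; MG132 reads +100%, hits lower the ratio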
#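 Cell line TMD8 (human ABC DLBCL), stably expressing tet-inducible CBG68-IkBa fusion and CBR; IMDM/0.5% FBS; cpd up to 46 uM; dox induction, 4 h, 37C/5% CO2; dual luminescence; green/red ratio; MG132 control.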
# Tb PFK block: qHTS Assay to Find Inhibitors of T. brucei phosphofructokinase; Potency, µM (top dose mostly 57.5 µM), inactives show at the highest dose activity, negative = inhibition, actives largely listed as inhibitors; actives 0.17% (n = 330,000); AID 485367, 2010; ATP-dependent 6-phosphofructokinase (Trypanosoma brucei brucei), O15648; T. brucei PFK, ADP-Glo luminescence;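 note: potency is the fitted concentration of half-maximal effect; 0% = uninhibited 1x PFK enzyme wells and -100% = no-enzyme wells; nearly all actives have a fitted effect of over 60% in size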
#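 1.25 nM PFK with 0.5 mM F6P and 0.1 mM ATP in 0.1 M TEA pH 8.0, 5 mM MgCl2, incubated 45 min at room temperature; ADP measured by ADP-Glo luminescence; compounds titrated up to 57 uM.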
# PTAP TSG101 blk: qHTS Assay for Iinhibitors of HIV-1 Budding by Blocking the Interaction of PTAP/TSG101. Tumor susceptibility gene 101 protein (Homo sapiens), Q99816. Fluorescence polarization, FITC-PTAP peptide / Tsg101 binding. Potency, µM (top dose mostly 115 µM), without a hit: at the highest dose activity change, negative = inhibition, actives largely listed as inhibitors. 340,000 tested, under 10 active. AID 493005, 2010; active = well fitted inhibition curve with a large enough effect in the main read-out, with a control signal flat, not every such curve was filed as active; inconclusive = small, poorly fitted or top-dose-only effect, or effect the other way, or a change in a side signal; inactive = no such curve, though single readings can be large or run the other way; note: potency is the fitted concentration of half-maximal effect; % of control where 0% means no effect
#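 FP read-out: FITC-PTAP peptide, 50 nM final, binding Tsg101 binding domain, 10 uM final; 20 min, r.t.; 10 mM HEPES pH 7.5, 0.15 M NaCl, 0.01% Tween 20, 3 mM EDTA, 0.1 mM TCEP.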
# TSHR antag: Antagonists of the Thyroid Stimulating Hormone Receptor: HTS campaign; Thyrotropin receptor (Homo sapiens), P16473; activity change, negative = inhibition, % at 11.5 µM; TSHR-expressing cells, TSH-stimulated cAMP HTRF, 2 h; hits give low values; actives 0.2% (n = 330,000);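 active = activity change below a set negative limit, meaning inhibition stronger than a set level, cut at about -70% in these data; inconclusive = activity change between two set negative limits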; note: % is set by controls: 0 for no effect and ±100 for the full control effect
# Target sequence (P16473 whole entry, looked up): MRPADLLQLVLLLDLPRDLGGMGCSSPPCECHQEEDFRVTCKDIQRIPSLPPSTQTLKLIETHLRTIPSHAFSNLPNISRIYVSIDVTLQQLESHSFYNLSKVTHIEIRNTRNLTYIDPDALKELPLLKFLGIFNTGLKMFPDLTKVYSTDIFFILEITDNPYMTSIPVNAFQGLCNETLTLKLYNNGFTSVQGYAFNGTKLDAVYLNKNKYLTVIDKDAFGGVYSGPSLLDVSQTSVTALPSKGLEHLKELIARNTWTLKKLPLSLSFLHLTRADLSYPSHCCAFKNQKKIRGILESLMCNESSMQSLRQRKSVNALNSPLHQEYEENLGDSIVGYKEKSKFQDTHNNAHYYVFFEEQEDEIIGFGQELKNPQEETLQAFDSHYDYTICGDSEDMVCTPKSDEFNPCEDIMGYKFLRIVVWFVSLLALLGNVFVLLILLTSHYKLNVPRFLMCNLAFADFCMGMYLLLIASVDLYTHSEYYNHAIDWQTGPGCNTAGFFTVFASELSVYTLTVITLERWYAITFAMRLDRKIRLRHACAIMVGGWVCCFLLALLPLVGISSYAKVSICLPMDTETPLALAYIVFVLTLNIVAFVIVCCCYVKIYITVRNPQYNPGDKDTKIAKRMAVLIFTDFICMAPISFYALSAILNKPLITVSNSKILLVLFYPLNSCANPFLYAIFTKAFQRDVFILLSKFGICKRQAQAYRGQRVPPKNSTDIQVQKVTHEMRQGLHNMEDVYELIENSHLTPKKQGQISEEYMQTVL
#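 Antagonism was scored as loss of TSH-driven cAMP in TSHR cells, stimulated with 4nM TSH (EC80) for 2 hours at 37 deg C and detected by homogeneous HTRF competition immunoassay.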
# B2AR arrestin: qHTS assay of beta-arrestin-biased ligands of beta2-adrenergic receptor; beta-arrestin recruitment to beta2AR, cell-based reporter; Potency, µM (series often up to 46.1 µM), inactives show at the top dose activation, most hits filed as activators; actives 0.02% (n = 330,000);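 note: potency is the fitted concentration of half-maximal effect; 0% = DMSO controls and full agonism = EC100 isoproterenol or metaproterenol; nearly all actives have a fitted effect of over 65% in size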
# TCR activator: Activators of T cell receptors: qHTS campaign. Potency, µM (highest dose often 9.22 µM), for the others: top-dose activation of IL-2 secretion, usual class: activators. primary human leukocytes, anti-CD3, IL-2 HTRF, 48 h. AID 504894, 2011. 330,000 tested, under 10 active; note: % of control where 0% means no effect
#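 48 hr co-incubation of compounds, a-CD3 beads and primary human leukocytes; IL-2 quantified homogeneously by HTRF with anti-IL-2 K and d2 conjugates.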
# Eya2 inh: qHTS Assay for Inhibitors of the Phosphatase Activity of Eya2. recombinant Eya2, OMFP fluorescence dephosphorylation (OMFP is methylfluorescein phosphate). Potency, µM (titrated, usually from 76.9 µM), inactives show top-dose activity, negative = inhibition, usual class: inhibitors. actives 0.006% (n = 330,000). AID 488837, 2010; note: potency is the fitted concentration of half-maximal effect; % is set by controls: 0 for no effect and ±100 for the full control effect
#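 Eya2 (0.2 uM) preincubated 10 min at ambient with compound, then OMFP substrate added at 50 uM; 10 min reaction in 50 mM HEPES pH 7.5, 50 mM NaCl, 5 uM MgCl2, 0.05% BSA, 1 mM DTT. Fluorescence read at Ex 485/Em 525 nm.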
# USP2a inh: qHTS Assay for Inhibitors of Ubiquitin-specific Protease USP2a Using CHOP2 as the Reporter | Ubiquitin carboxyl-terminal hydrolase 2 (Homo sapiens), O75604 | USP2 core, Ub-CHOP2 coupled fluorogenic reporter, 485/531 | Potency, µM (titrated, usually from 38.3 µM), for the others: at the highest dose activity change, negative = inhibition, hits mostly inhibitors | actives 0.01% (n = 330,000) | AID 463254, 2010;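 note: potency is the fitted concentration of half-maximal effect; plate controls were DMSO wells for no effect and full inhibition by NEM control for full effect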
#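 Deubiquitinase activity read as fluorescence (485/531 nm) after Ub-CHOP2 cleavage activates the enterokinase reporter on its substrate; USP2 core 10nM, Ub-CHOP2 and substrate 25nM each, 30min compound preincubation then 60min RT; data normalized to NEM, curves fitted.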
# uPA surface inh: qHTS for Inhibitors of Cell Surface uPA Generation. cell surface uPA generation assay, qHTS. Potency, µM (titrated, usually from 38.3 µM), for the others: at the highest dose activity change, negative = inhibition, actives largely listed as inhibitors. actives 0.31% (n = 330,000). AID 540303, 2011; active = well fitted inhibition curve with a large enough effect; inconclusive = small, poorly fitted or top-dose-only effect; inactive = no such curve, though single readings can be large or run the other way; tested in mouse RAW 264.7 cells; note: potency is the fitted concentration of half-maximal effect; % is set by controls: 0 for no effect and ±100 for the full control effect; nearly all actives have a fitted effect of over 55% in size
# ELG1 repair inh: qHTS screen for small molecules that inhibit ELG1-dependent DNA repair in human embryonic kidney (HEK293T) cells expressing luciferase-tagged ELG1; HEK293T ELG1-luciferase reporter, luminescence, 16 h; DNA damage induced by 5-fluorouridine; Potency, µM (top dose mostly 46.1 µM), inactives show at the top dose activity change, negative = inhibition, most hits filed as inhibitors; actives 2.3% (n = 330,000); AID 504467, 2011; note: potency is the fitted concentration of half-maximal effect; % is set by controls: 0 for no effect and ±100 for the full control effect; nearly all actives have a fitted effect of over 55% in size
#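 HEK293T cells expressing luciferase-tagged ELG1 (2,000/well) received 5-Fluorouridine plus compound or DMSO for 16 hr at 37 °C. Luciferase was read by ONE-Glo luminescence after 30 min at room temperature.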
# Mito fusion yeast: qHTS Assay for Small Molecule Inhibitors of Mitochondrial Division or Activators of Mitochondrial Fusion. Potency, µM (top dose mostly 46.1 µM), without a hit: at the top dose growth rescue (activation), hits mostly activators. S. cerevisiae fusion-defective mutant growth rescue, CellTiterGlo 48 h. AID 485298, 2010. actives 0.23% (n = 320,000);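 note: potency is the fitted concentration of half-maximal effect; % of control where 0% means no effect; nearly all actives have a fitted effect of over 45% in size; temperature-sensitive fusion mutants such as fzo1-1 at 37 °C on non-fermentable ethanol glycerol medium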
#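 Read-out: ATP-based luminescence (CellTiterGlo, 10 min ambient) reporting growth of fusion-defective ts yeast after 48 hours at 37C on glycerol/ethanol YPEG medium in the presence of compound.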
# * = called active by the depositor; ? = inconclusive; / = no result given; [ ] = dose if it differs, or a comment. Unless noted, calls come from the whole dose curve; as a rule, active = well fitted curve in the direction sought with a large enough effect; inconclusive = small, poorly fitted or top-dose-only effect, or another doubt; inactive = no such curve, though single readings can be large; an effect the other way counts as inactive or inconclusive.
SMILES,BCR signal inh,Tb PFK block,PTAP TSG101 blk,TSHR antag,B2AR arrestin,TCR activator,Eya2 inh,USP2a inh,uPA surface inh,ELG1 repair inh,Mito fusion yeast
O=C1CCC(=O)N1CCSC(=S)N1CCOCC1,7%,-1%,-7%,-5,0.2%,4%,-5%,2%,-1%,-10%,-3%
Cc1cc(C(=O)N2CCc3ccccc3C2)n[nH]1,?,-8%,-1%,20,-0.3%,0%,-1%,2%,1%,27%,-1%
CSCCC(NC(=O)c1ccccc1Cl)C(=O)OCC(=O)N1CCCC1=O (configuration not stated),7%,-12%,-5%,18,0.1%,-2%,-33%,0%,-1%,?,-3%
COc1cc(-c2nnc(COc3ccc4cc(Br)ccc4c3)o2)cc(OC)c1OC,1%,1%,-3%,-4,-0.4%,-7%,-10%,2%,-4%,5%,0%
CCC(c1nnnn1CC1CCCO1)N(CCN1CCOCC1)Cc1cc2cc(C)ccc2[nH]c1=O (configuration not stated),10%,0%,-2%,10,-0.8%,5%,3%,0%,-3%,0%,-1%
CC(Oc1cccc(Cl)c1)C(=O)Nc1ccc(S(=O)(=O)Nc2ncccn2)cc1 (configuration not stated),0%,-12%,-3%,-8,0.2%,3%,4%,-1%,-1%,17%,2%
O=C(N/N=C/c1ccccc1)c1ccc(CN2C(=O)c3cccc4cccc2c34)cc1,-7%,4%,-1%,-16,-0.2%,-11%[46.1 µM],0%,1%,-3%,?,0%
Cc1nc(NCc2ccc3c(c2)OCO3)c2oc3ccccc3c2n1,8%,0%,-7%,-21,-0.3%,1%[46.1 µM],-8%,-1%,-2%,?,6%
CNC(=O)/C(C#N)=C/c1c(N2CC(C)OC(C)C2)nc2ccccn2c1=O (configuration not stated),5%,-7%,0%,23,3.3%,-4%[46.1 µM],7%,2%,-3%,3%,2%
CCC(=NCc1ccccc1)C1=C(O)C(C(=O)OC)C(C)(C)CC1=O (configuration not stated),?,-3%,1%,7,-0.6%,1%,5%,2%,2%,14%,4%
CCC(=O)N1CCN(C(C)=O)C1c1ccccc1 (configuration not stated),1%,-3%,1%,-3,-0.2%,7%,-7%,1%,4%,6%,-1%
COC(=O)[C@@H]1C[C@@H]2CC[C@@H](O)C[C@@H]2N1Cc1ccc(Cl)cc1,-1%,-12%,-1%,-1,-1.0%,-9%,1%,-3%,14%,3%,11%
CN(C)c1ccc(NC(N)=S)cc1,?,-5%,0%,-3,0.3%,25%[46.1 µM],-6%,5%,3%,3%,-2%
Cc1ccc2oc(=O)c3cnn(CC(=O)NC4CCCCC4C)c3c2c1 (configuration not stated),-9%,-8%,-6%,7,-0.7%,14%,-6%,0%,-26%,7%,0%
Cc1ccc(NC(=O)c2c(C)nn(-c3ccccc3)c2Cl)c(C)c1,12%,4%,1%,6,-0.3%,-3%,-6%,-1%,-1%,9%,3%
CCn1cc(/C=C(\NC(=O)c2cc(OC)c(OC)c(OC)c2)C(=O)N2CCN(C)CC2)c2ccccc21,3%,-2%,-5%,9,0.0%,1%,2%,-1%,5%,-1%,2%
O=C(CSc1nc2ccc([N+](=O)[O-])cc2[nH]1)NC1CCCCC1,0%,-4%,-3%,-13,-0.2%,/,-4%,-3%,/,-12%,-21%
O=C(NN=Cc1ccc(N2CCOCC2)cc1)c1cc2ccccc2cc1O,4%,16%,-2%,27,-0.2%,-2%,8%,-1%,14%,0%,/
CC1Sc2ccc(S(=O)(=O)CCC(=O)NC3CCCCC3C)cc2NC1=O (configuration not stated),1%,1%,0%,-2,0.2%,-104%,3%,-3%,2%,0%,0%
Fc1ccc(OCCOCCOc2cccc3[nH]ccc23)cc1,?,2%,0%,-6,-0.7%,-3%,3%,0%,-16%,-17%,-2%
O=C(NC(=O)c1ccc(Cl)cc1)Nc1ccc(-c2cnco2)cc1,?,8%,/,7,-0.6%,/,?,6%,/,4%,1%
CCC1(CC)C(=O)N(C)C(=O)NC1=Nc1ccc(OC)cc1,-1%,-8%,1%,4,-0.3%,1%,16%,1%,-2%,29%,-1%
CN(Cc1ccc(C(C)(C)C)cc1)C(=O)C1CSC2(C)CCC(=O)N12 (configuration not stated),-1%,1%,1%,-4,-0.2%,4%,-1%,-2%,2%,?,-1%
O=C(Nc1ccc(N2CCOCC2)c(F)c1)c1ccncc1,?,0%,0%,0,0.0%,-25%,-26%,1%,2%,11%,-1%
O=C1CCCC2=C1C(c1ccc(Cl)cc1)N1C(=O)CCSC1=N2 (configuration not stated),11%,-3%,-16%,2,-0.2%,1%[46.1 µM],-2%,-1%,-7%,-5%,-2%
C=CCn1c(SCC(=O)N2N=C(c3ccco3)CC2c2ccco2)nnc1-c1ccncc1 (configuration not stated),2%,0%,-5%,10,-0.9%,4%[46.1 µM],5%,0%,2%,-6%,-1%
C=CCc1cccc2cc(C(=O)NC)c(=O)oc12,14%,-2%,-4%,-7,-0.1%,-9%,9%,2%,-9%,?,5%
COc1ccc(OC)c(C(=O)Cn2nnc(-c3ccc(N4CCOCC4)cc3)n2)c1,-3%,0%,-6%,-4,0.1%,-1%,12%,-1%,-19%,?,-4%
COc1ccc(C2(CNC(=O)c3cccc([N+](=O)[O-])c3)CCCCC2)cc1OC,-4%,-3%,0%,-6,0.4%,0%[46.1 µM],2%,0%,1%,?,1%
COc1ccc(NC(=O)Nc2ncn(Cc3cccc(C(F)(F)F)c3)n2)cc1OC,-1%,-22%,-5%,-4,0.1%,-2%,6%,1%,-1%,-5%,7%
COc1ccc(C2SCC(=O)N2c2ccc(F)cc2)cc1 (configuration not stated),1%,-7%,-3%,0,-1.1%,-2%,1%,-1%,-14%,-4%,-8%
Cc1cccc(/C(N)=N/OC(=O)c2ccc(Br)o2)c1,?,2%,-1%,-2,0.4%,8%[46.1 µM],1%,0%,-5%,?,9%
Cc1ccc(OCC(=O)N/N=C\c2ccc(C)o2)c(C)c1,?,-3%,-1%,5,-0.1%,-4%,-8%,2%,1%,9%,5%
COc1ccc(C2=NS(=O)(=O)N(C)C(C(=O)N3CCOCC3)=C2)cc1,0%,1%,-6%,8,0.1%,1%,6%,2%,2%,21%,?
Nn1c(C2CCC2)nc2ccccc2c1=O,-1%,1%,3%,-3,-1.1%,-3%,12%,1%,2%,2%,0%
CCOc1ccc2c(c1)C(c1cccs1)=NNC(c1cccnc1)=N2,2%,-1%,-2%,20,0.1%,7%,8%,-3%,2%,-29%,-7%
Cc1nn(-c2ccccc2)c2c1C1(C(=O)N3c4c(cccc41)C(C)CC3(C)C)C(C#N)=C(N)O2 (configuration not stated),?,7%,-9%,15,0.1%,4%,-18%,3%,/,-15%,0%
COc1ccccc1CCNC(=O)C(=O)NCC1OCCN1C(=O)c1ccc(Cl)cc1 (configuration not stated),5%,1%,-8%,6,0.0%,-7%,-2%,-2%,-5%,0%,3%
CSc1ccc(C(=S)N2CCN(C)CC2)cc1,0%,?,-5%,5,-0.4%,0%,7%,0%,3%,?,-1%
CSc1nc(-c2ccc(Cl)cc2)nn1C(=O)c1ccccc1,-19%,0%,0%,0,-0.8%,2%[46.1 µM],0%,4%,-2%,?,7%
COc1ccc(C(=O)COC(=O)C2CCCN2C(=O)C23CC4CC(CC(C4)C2)C3)cc1 (configuration not stated),?,-1%,-6%,8,-0.4%,5%[46.1 µM],-3%,1%,7%,0%,-1%
Cc1ccc(CNC(=O)c2c(C)cc(=O)oc2C)cc1,-4%,-1%,-3%,20,0.2%,0%,-8%,0%,/,13%,-3%
